Bioassay records from PubChem BioAssay.
CCT modulator: changes cytosolic chaperonin activity. activity change, % (test concentration not listed), hits read low. hit rate 0.3% among 360,000. purified chaperonin ATPase assay, HTRF ADP detection, 30 min. AID 651819; in the data active means activity change below about -30%; further: on the % scale 0 is the no-effect control and ±100 the full control effect
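TRiC (40 or 20 nM final, by batch activity) in 30 mM Tris pH 7.4, 100 mM KCl, 5 mM MgCl2, 1 mM DTT was treated with compound at 76 uM single dose, then 10 uM ATP, 30 min at 37 °C. ADP was read by HTRF Transcreener.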
PTHR1 agonist: agonists of human PTHR1 parathyroid hormone receptor; Potency, µM (highest dose often 115 µM), for the others: top-dose activation, most hits filed as activators; Q03431; hit rate 0.075% among 410,000; HEK293 GP2 PTHR1 cells, GloSensor cAMP luminescence, 1 h; AID 743266; further: potency means the concentration at half of the fitted maximal effect; nearly all actives have a fitted effect of over 55% in size; some results filed as inactive show a strong effect at the top dose; inactives centre near -15; many of its hits are not listed in these tables
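HEK-293-derived GP2 cells expressing PTHR1 and a GloSensor cAMP reporter, 3,000/well, plated overnight, given luciferin plus IBMX (each 0.5 mM as added) for 1 h at 37 °C, then compound for 1 h at 37 °C. Luminescence was read after 15 min at room temperature.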
EPAC2 agonist: activates human EPAC2 exchange factor. Q8WZA2. EPAC2 activation, biochemical qHTS; response scale: 100% = 6.5 mM cAMP response. Potency, µM (series often up to 154 µM), inactives show at the highest dose activation, usual class: activators. hit rate 0.079% among 360,000. AID 720711; further: potency means the concentration at half of the fitted maximal effect; nearly all actives have a fitted effect of over 50% in size
Target sequence (Q8WZA2 whole entry, looked up): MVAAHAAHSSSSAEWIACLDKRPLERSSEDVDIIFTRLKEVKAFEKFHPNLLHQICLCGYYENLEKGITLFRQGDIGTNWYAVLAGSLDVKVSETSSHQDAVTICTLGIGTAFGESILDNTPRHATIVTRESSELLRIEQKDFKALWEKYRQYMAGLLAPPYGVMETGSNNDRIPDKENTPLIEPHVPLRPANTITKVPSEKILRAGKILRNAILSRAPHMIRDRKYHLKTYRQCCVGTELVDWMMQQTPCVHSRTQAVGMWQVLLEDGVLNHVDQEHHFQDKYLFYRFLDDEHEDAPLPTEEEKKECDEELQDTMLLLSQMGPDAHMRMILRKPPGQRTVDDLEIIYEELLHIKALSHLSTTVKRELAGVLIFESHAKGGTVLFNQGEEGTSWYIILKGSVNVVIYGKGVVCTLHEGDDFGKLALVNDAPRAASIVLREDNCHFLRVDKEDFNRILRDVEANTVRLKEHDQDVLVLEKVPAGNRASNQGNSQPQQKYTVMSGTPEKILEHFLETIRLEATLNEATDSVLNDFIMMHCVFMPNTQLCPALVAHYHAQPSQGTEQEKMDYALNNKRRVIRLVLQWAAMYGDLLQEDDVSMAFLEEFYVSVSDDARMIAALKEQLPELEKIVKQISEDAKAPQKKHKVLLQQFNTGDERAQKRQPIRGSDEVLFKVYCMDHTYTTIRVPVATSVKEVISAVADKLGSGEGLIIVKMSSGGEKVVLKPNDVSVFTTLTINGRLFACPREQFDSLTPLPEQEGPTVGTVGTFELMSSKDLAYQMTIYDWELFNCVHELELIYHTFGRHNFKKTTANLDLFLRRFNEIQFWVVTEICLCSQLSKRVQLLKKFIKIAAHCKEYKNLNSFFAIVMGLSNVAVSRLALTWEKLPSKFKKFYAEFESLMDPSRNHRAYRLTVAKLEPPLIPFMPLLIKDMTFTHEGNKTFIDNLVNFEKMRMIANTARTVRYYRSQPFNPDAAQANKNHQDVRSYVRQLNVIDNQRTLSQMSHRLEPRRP
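Readout is BODIPY fluorescence (480 nm excitation, 540 nm emission), which falls as labeled GDP is exchanged off Rap1B. EPAC2 at 100 nM acted on 250 nM RAP1B-BODIPY-GDP with 50 uM GDP present.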
EPAC2 antag: EPAC2 (human) antagonism. Potency, µM (doses to about 114 µM), inactives show at the highest dose activity, negative = inhibition, usual class: inhibitors. hit rate 0.18% among 360,000. EPAC2 GEF exchange of Rap1B-BODIPY-GDP, fluorescence. AID 720708. Q8WZA2; further: potency means the concentration at half of the fitted maximal effect; on the % scale 0 is the no-effect control and ±100 the full control effect; nearly all actives have a fitted effect of over 45% in size; many of its hits are not listed in these tables
Akt phos inh: inhibitors of Akt phosphorylation; Neuro2A IGF-stimulated pAkt S473 HTRF, 20 min; hits give low values; activity change, % for hits at 50 µM; hit rate 0.32% among 360,000; AID 651550; in the data active means activity change below about -80%; inconclusive means mostly about -51% to -80%; further: on the % scale 0 is the no-effect control and ±100 the full control effect
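Neuro2A cells (4,500/well, DMEM with 0.5% FBS) were treated with compound at a single 50 µM final concentration, stimulated with 6 nM IGF for 20 min at 37 °C, and lysed. Phospho-Akt Ser473 was read by HTRF as 665/615 ratio ×10^4.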
D3 antag: antagonists of human D3 dopamine receptor; max response, negative = inhibition, %; D3R cells, DiscoveRx beta-arrestin luminescence, antagonist mode; hits give low values; hit rate 2.5% among 360,000; P35462; in the data active means max response below about -50%; inconclusive means no clear call, values can overlap the other calls; further: on the % scale 0 is the no-effect control and ±100 the full control effect; mostly tested at two doses, the higher about 12 µM
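Cells expressing the human receptor were seeded at 1500 cells/well, incubated overnight at 37 degrees C in 5% CO2, then exposed to library compounds with dopamine controls for 90 minutes at 37 degrees C before luminescent detection.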
DRD3 agonist: D3 dopamine receptor (human) agonism. hit rate 0.58% among 410,000. D3R DiscoveRx beta-arrestin cells, luminescence, 90 min. max activation, %. AID 652048. P35462; in the data active means max activation above about 30%; further: 0% is about no effect; mostly tested at two doses, the higher about 12 µM
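Agonist-mode cell screen: cells plated at 1500/well and incubated overnight at 37 °C, then exposed to library compounds for 90 min at 37 °C. Detection reagent was added for 30–60 min at room temperature, and luminescence was read.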
MmCpn inh: blocks the Methanococcus maripaludis chaperonin Mm-Cpn | hit rate 0.031% among 330,000 | AID 504842 | Potency, µM (top dose mostly 76.9 µM), for inactives: top-dose activity, negative = inhibition, actives largely listed as inhibitors | purified Mm-Cpn ATPase, ADP Transcreener TR-FRET; further: potency means the concentration at half of the fitted maximal effect; on the % scale 0 is the no-effect control and ±100 the full control effect; nearly all actives have a fitted effect of over 80% in size
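ATPase turnover read by TR-FRET ADP competition (Eu cryptate antibody/ADP-d2, 665/590 nm): 10uM ATP final, 25nM Mm-CPN final, 30 min 37degC after 10-min compound preincubation, pH 7.4 Tris/KCl/MgCl2/DTT buffer.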
Numbers without * were called inactive; [ ] = dose if it differs, or a comment. Unless noted, the call rests on the fitted dose curve; in most records, active means well fitted curve in the direction sought with a large enough effect; inconclusive means small, poorly fitted or top-dose-only effect, or another doubt; inactive means no such curve, though single readings can be large; an effect the other way counts as inactive or inconclusive.

`COc1ccc(-c2nn(-c3ccccc3)cc2/C=N/n2cnnc2)cc1OC` gave CCT modulator -0.2, PTHR1 agonist inactive, EPAC2 agonist -19%, EPAC2 antag inconclusive, Akt phos inh inactive, D3 antag 15, DRD3 agonist 2 and MmCpn inh 0%.
For CC(c1ccccc1)N1C(=O)c2cccnc2C1=O (stereo not drawn) the results were CCT modulator -0.9, PTHR1 agonist -36%[inhibitor], EPAC2 agonist 13%, EPAC2 antag 0%, Akt phos inh inactive, D3 antag -8, DRD3 agonist -5 and MmCpn inh 1%.
`COC(=O)[C@H]1C[C@@]2(O)CN(S(=O)(=O)c3ccc(C)cc3)C[C@@]2(OC(=O)NCc2ccco2)C[C@H]1C(=O)OC` gave CCT modulator 0.5, PTHR1 agonist -5%, EPAC2 agonist -6%, EPAC2 antag -7%, Akt phos inh inactive, D3 antag 1 and DRD3 agonist -1.
O=C(Nc1ccc2c(c1)OCO2)c1ccc2c(c1)S(=O)(=O)c1ccccc1C2=O was read as CCT modulator -0.6, PTHR1 agonist -10%, EPAC2 agonist 7%, EPAC2 antag 12%, Akt phos inh inactive, D3 antag 16 and DRD3 agonist -8.
Screening N#Cc1cnc(Oc2ccc(Cl)cc2)nc1N returned CCT modulator -4.7, PTHR1 agonist inactive, EPAC2 agonist 8%, EPAC2 antag -1%, Akt phos inh inactive, D3 antag 5, DRD3 agonist 26 and MmCpn inh -1%.
For O=C(N/C(=C/c1cccs1)C(=O)N1CCCCCC1)c1ccccc1 the results were CCT modulator 1.8, PTHR1 agonist inactive, EPAC2 agonist 8%, EPAC2 antag -4%, Akt phos inh inactive, D3 antag -2, DRD3 agonist 5 and MmCpn inh 1%.
Screening CC(=O)c1ccc(NCC(=O)N2CCN(S(=O)(=O)c3ccccc3)CC2)cc1 returned CCT modulator 1.7, PTHR1 agonist -16%, EPAC2 agonist -3%, EPAC2 antag 10%, Akt phos inh inactive, D3 antag 9, DRD3 agonist -5 and MmCpn inh 3%.
Screening Cc1oc(C(C)(C)C)cc1C(=O)NCC(=O)NCC(=O)O returned CCT modulator 4.5, PTHR1 agonist inactive, EPAC2 agonist 4%, EPAC2 antag 11%, Akt phos inh inactive, D3 antag -22, DRD3 agonist -3 and MmCpn inh 1%.
COc1cccc(CNc2ccc(N3CCCCC3)cc2)c1OC was read as CCT modulator -0.6, PTHR1 agonist -6%, EPAC2 agonist 7%, EPAC2 antag 6%, Akt phos inh inactive, D3 antag 3, DRD3 agonist 4 and MmCpn inh -3%.
CCCn1nc(C(=O)NNC(=O)Cc2ccc(S(=O)(=O)N3CCOCC3)s2)c2ccccc2c1=O was read as CCT modulator -2.0, PTHR1 agonist -4%, EPAC2 agonist -5%, EPAC2 antag 0%, Akt phos inh inactive, D3 antag 26, DRD3 agonist 7 and MmCpn inh 0%.
NC(=NC(=O)c1ccc(OC(F)(F)F)cc1)c1ccc(C(F)(F)F)cn1 was read as CCT modulator -3.8, PTHR1 agonist -21%, EPAC2 agonist -2%, EPAC2 antag 0%, Akt phos inh inactive, D3 antag 14, DRD3 agonist 6 and MmCpn inh 0%.
For CC(C)(C)S(=O)(=O)c1cnc(N2CCCCC2)nc1N the results were CCT modulator 1.1, PTHR1 agonist inactive, EPAC2 agonist 13%, EPAC2 antag 0%, Akt phos inh inactive, D3 antag 15, DRD3 agonist 3 and MmCpn inh -2%.
O=C(N/N=C/c1c(O)ccc2ccccc12)Nc1ccccc1 was read as CCT modulator -0.6, PTHR1 agonist -21%, EPAC2 agonist -3%, EPAC2 antag -4%, Akt phos inh inactive, D3 antag -57* and DRD3 agonist -15.
Screening Brc1ccc(-c2nnc(Cc3ccccc3)o2)cc1 returned CCT modulator 1.3, PTHR1 agonist -39%[inhibitor], EPAC2 agonist 7%, EPAC2 antag -15%, Akt phos inh inactive, D3 antag -1, DRD3 agonist 2 and MmCpn inh 1%.
For CCc1ccc(CN2CCC(C(=O)Nc3ccc(Oc4ccccc4)nc3)CC2)o1 the results were CCT modulator -1.0, PTHR1 agonist -13%, EPAC2 agonist 0%, EPAC2 antag 7%, Akt phos inh inactive, D3 antag -18, DRD3 agonist -21 and MmCpn inh -2%.
Screening NC(=O)c1ccc(NC(=O)CCc2nc3sc4c(c3c(=O)[nH]2)CCCC4)cc1 returned CCT modulator 1.2, PTHR1 agonist -21%, EPAC2 agonist 0%, EPAC2 antag 11%, Akt phos inh inactive, D3 antag -10, DRD3 agonist 4 and MmCpn inh 1%.
`O=C(NCC1CC1)Nc1ccccc1` gave CCT modulator 1.2, PTHR1 agonist -5%, EPAC2 agonist 1%, EPAC2 antag 4%, Akt phos inh inactive, D3 antag 0, DRD3 agonist 6 and MmCpn inh -3%.
CCCCCCCC(=O)NNC(=O)c1c(O)c2ccccc2[nH]c1=O was read as CCT modulator -1.4, PTHR1 agonist inactive, EPAC2 agonist 18%, EPAC2 antag 52%[activator], Akt phos inh inactive, D3 antag 3, DRD3 agonist 3 and MmCpn inh 1%.
Screening COc1cccc(C(=O)CSc2nnnn2C2CCCCC2)c1 returned CCT modulator 0.5, PTHR1 agonist -12%, EPAC2 agonist 15%, EPAC2 antag 1%, Akt phos inh inactive, D3 antag -4, DRD3 agonist -1 and MmCpn inh -3%.
For CC1=C(C(=O)OCc2ccccc2)C(c2ccc([N+](=O)[O-])cc2)NC(=O)N1CCCC(=O)O (stereo not drawn) the results were CCT modulator 0.2, PTHR1 agonist -24%, EPAC2 agonist -1%, EPAC2 antag 2%, Akt phos inh inactive, D3 antag -11, DRD3 agonist 1 and MmCpn inh -7%.
`CN1CC(=O)N(CC(=O)NC2CCCCC2)C1=O` gave CCT modulator 2.4, PTHR1 agonist -13%, EPAC2 agonist 7%, EPAC2 antag 3%, Akt phos inh inactive, D3 antag -15, DRD3 agonist -4 and MmCpn inh 0%.
`Cn1c(COc2cccc3cccnc23)nnc1SCC(=O)O` gave CCT modulator -0.1, PTHR1 agonist inactive, EPAC2 agonist 1%, EPAC2 antag 5%, Akt phos inh inactive, D3 antag 18, DRD3 agonist 2 and MmCpn inh -2%.
Screening COc1ccc(Cl)cc1Nc1nc(Cl)nc(NCCO)n1 returned CCT modulator 2.8, PTHR1 agonist inactive, EPAC2 agonist -1%, EPAC2 antag 4%, Akt phos inh inactive, D3 antag 34 and DRD3 agonist -8.
O=C(Cn1cnc2c(OCc3ccccc3)ncnc21)NCc1ccccc1 was read as CCT modulator -0.1, PTHR1 agonist inactive, EPAC2 agonist 5%, EPAC2 antag 3%, Akt phos inh inactive, D3 antag -9, DRD3 agonist -7 and MmCpn inh -2%.
Screening Cc1cc(C)c(NC(=O)CNC(=O)COC(=O)Cc2ccccc2C)c(C)c1 returned CCT modulator 2.3, PTHR1 agonist 3%, EPAC2 agonist 8%, EPAC2 antag 5%, Akt phos inh inactive, D3 antag -16, DRD3 agonist -3 and MmCpn inh 3%.
`Cc1nn2c(NCCN(C)C)c3c(nc2c1-c1ccccc1)CCC3` gave CCT modulator 0.5, PTHR1 agonist inactive, EPAC2 agonist 4%, EPAC2 antag 7%, Akt phos inh inactive, D3 antag -1, DRD3 agonist -6 and MmCpn inh -5%.
For COc1ccc(OC)c(NC(=O)c2cc3ccccc3o2)c1 the results were CCT modulator 2.5, PTHR1 agonist inactive, EPAC2 agonist 0%, EPAC2 antag -2%, Akt phos inh inactive, D3 antag 25, DRD3 agonist 1 and MmCpn inh -1%.
`Cc1ccc(OCC(=O)N(Cc2ccco2)C2CCS(=O)(=O)C2)cc1C` (stereo not drawn) gave CCT modulator 0.7, PTHR1 agonist inactive, EPAC2 agonist 5%, EPAC2 antag -16%, Akt phos inh inactive, D3 antag -10, DRD3 agonist -3 and MmCpn inh 0%.
Screening CC(=O)NCc1cc(-c2ccc(Cl)cc2)no1 returned CCT modulator -0.8, PTHR1 agonist inactive, EPAC2 agonist -1%, EPAC2 antag -3%, Akt phos inh inactive, D3 antag 2, DRD3 agonist 0 and MmCpn inh -5%.
For Cc1cc(/C=C(/C#N)c2nc3ccccc3[nH]2)c(C)n1-c1ccccc1C(=O)O the results were CCT modulator 2.1, PTHR1 agonist inactive, EPAC2 agonist -10%, EPAC2 antag 7%, Akt phos inh inactive, D3 antag -4, DRD3 agonist -1 and MmCpn inh -9%.
For COc1ccc(CCC(=O)Nc2cccc(S(=O)(=O)N3CCCC3)c2)cc1OC the results were CCT modulator 0.8, PTHR1 agonist inactive, EPAC2 agonist 6%, EPAC2 antag 13%, Akt phos inh inactive, D3 antag -1, DRD3 agonist -3 and MmCpn inh -7%.
For CNC(=O)/C(C#N)=C/c1c(N2CCN(c3cccc(Cl)c3)CC2)nc2c(C)cccn2c1=O the results were CCT modulator -3.2, PTHR1 agonist -72%[inhibitor], EPAC2 agonist 11%, EPAC2 antag -10%, Akt phos inh inactive, D3 antag -57*, DRD3 agonist -39 and MmCpn inh -2%.
Screening Cc1cc(C)c(S(=O)(=O)Nc2c(C)[nH]c(=O)[nH]c2=O)c(C)c1 returned CCT modulator 4.7, PTHR1 agonist -8%[57.5 µM], EPAC2 agonist 5%, EPAC2 antag 5%, Akt phos inh inactive, D3 antag -21, DRD3 agonist -6 and MmCpn inh -2%.
COc1ccccc1NC(=O)CSc1nc(O)c(Cc2ccccc2)c(=O)[nH]1 was read as CCT modulator 0.5, PTHR1 agonist inactive, EPAC2 agonist 2%, EPAC2 antag 8%, Akt phos inh inactive, D3 antag 7, DRD3 agonist -3 and MmCpn inh -2%.
`O=c1[nH]c(CSc2nnc(Nc3ccccc3)s2)nc2ccccc12` gave CCT modulator 0.7, PTHR1 agonist inactive, EPAC2 agonist -2%, EPAC2 antag 6%, Akt phos inh inactive, D3 antag -8, DRD3 agonist -2 and MmCpn inh 0%.
Screening CCCCSc1nc2c(c(C(F)(F)F)c1C#N)CCC2 returned CCT modulator -1.4, PTHR1 agonist -6%[57.5 µM], EPAC2 agonist 3%, EPAC2 antag 4%[57.1 µM], Akt phos inh inactive, D3 antag 4, DRD3 agonist 9 and MmCpn inh -9%.

Not all compounds are listed; rates above refer to the full screens.
